Bioassay records: PubChem BioAssay, National Center for Advancing Translational Sciences (NCATS)
EPAC2 ag: qHTS for Agonist of cAMP-regulated guanine nucleotide exchange factor 4 (EPAC2): primary screen; Rap guanine nucleotide exchange factor 4 (Homo sapiens), Q8WZA2; EPAC2 activation, biochemical qHTS; response scale: 100% = 6.5 mM cAMP response; Potency, µM (top dose mostly 154 µM), for the others: at the highest dose activation, hits mostly activators; 0.079% of 360,000 active; further: potency means the concentration at half of the fitted maximal effect; nearly all actives have a fitted effect of over 50% in size
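In this primary screen, activation is scored as increased exchange of BODIPY-GDP from Rap1B by 100 nM EPAC2, with 50 uM GDP as competitor. Signal is normalized to the 6.5 mM cAMP agonist control.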
D3 antag: qHTS of D3 Dopamine Receptor Antagonist: qHTS. D(3) dopamine receptor (Homo sapiens), P35462. D3R cells, DiscoveRx beta-arrestin luminescence, antagonist mode; stronger effect = lower value. max response, negative = inhibition, %. 2.5% of 360,000 active; in the data active means max response below about -50%; inconclusive means no clear call, values can overlap the other calls; further: on the % scale 0 is the no-effect control and ±100 the full control effect; mostly tested at two doses, the higher about 12 µM
Target sequence (P35462 whole entry, looked up): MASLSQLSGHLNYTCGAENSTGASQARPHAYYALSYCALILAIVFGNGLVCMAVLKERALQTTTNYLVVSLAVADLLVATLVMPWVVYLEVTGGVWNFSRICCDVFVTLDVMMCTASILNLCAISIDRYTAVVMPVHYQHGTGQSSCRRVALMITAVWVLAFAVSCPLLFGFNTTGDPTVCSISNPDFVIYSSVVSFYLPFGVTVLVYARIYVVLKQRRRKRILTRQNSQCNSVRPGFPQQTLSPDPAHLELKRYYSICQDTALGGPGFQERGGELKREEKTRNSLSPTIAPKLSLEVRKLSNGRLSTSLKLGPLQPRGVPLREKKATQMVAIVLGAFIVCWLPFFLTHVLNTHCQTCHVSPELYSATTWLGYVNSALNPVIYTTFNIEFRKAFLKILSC
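Cells plated overnight at 1500 cells/well, then exposed to library compounds with dopamine controls for 90 minutes at 37 degrees C. DiscoveRx reagent added for 30–60 minutes at room temperature; luminescence read, quantitative HTS format.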
EPAC2 antag: qHTS for Antagonist of cAMP-regulated guanine nucleotide exchange factor 2 (EPAC2): primary screen. EPAC2 GEF exchange of Rap1B-BODIPY-GDP, fluorescence. Potency, µM (series often up to 114 µM), for the others: top-dose activity, negative = inhibition, hits mostly inhibitors. 0.18% of 360,000 active. AID 720708, 2013; further: potency means the concentration at half of the fitted maximal effect; on the % scale 0 is the no-effect control and ±100 the full control effect; nearly all actives have a fitted effect of over 45% in size; many of its hits are not listed in these tables
pAkt inh: HTS Assay for Inhibitors of Akt Phophorylation: Primary Screen; 0.32% of 360,000 active; Neuro2A IGF-stimulated pAkt S473 HTRF, 20 min; stronger effect = lower value; activity change, % for hits at 50 µM; in the data active means activity change below about -80%; inconclusive means mostly about -51% to -80%; further: on the % scale 0 is the no-effect control and ±100 the full control effect
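Neuro2A cells in DMEM with 0.5% FBS, overnight at 37 deg C, given compound at single 50 µM final, then IGF (6 nM final) for 20 min at 37 deg C. Lysed; phospho-Akt Ser473 by HTRF after 24 h, 665/615 ratio.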
MmCpn inh: Inhibitors of TCP-1 ring complex (TRiC) of Methanococcus maripaludis (MmCpn): qHTS; Chaperonin Mm-Cpn (Methanococcus maripaludis); purified Mm-Cpn ATPase, ADP Transcreener TR-FRET; Potency, µM (series often up to 76.9 µM), for inactives: at the top dose activity, negative = inhibition, actives largely listed as inhibitors; 0.031% of 330,000 active; AID 504842, 2011; further: potency means the concentration at half of the fitted maximal effect; on the % scale 0 is the no-effect control and ±100 the full control effect; nearly all actives have a fitted effect of over 80% in size
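ATP (10 uM final) was added to archaeal chaperonin (25 nM final) after 10 min exposure to test compound at 37°C; after 30 min further incubation, ADP was detected by competitive TR-FRET.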
DRD3 agonist: qHTS of D3 Dopamine Receptor Agonist: qHTS | max activation, % | 0.58% of 410,000 active | D3R DiscoveRx beta-arrestin cells, luminescence, 90 min | D(3) dopamine receptor (Homo sapiens), P35462 | AID 652048, 2013; in the data active means max activation above about 30%; further: 0% is about no effect; mostly tested at two doses, the higher about 12 µM
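Cells at 1500/well, incubated overnight, then treated with pinned compounds (dopamine as control) for 90 min at 37 degrees C. DiscoveRx reagent added for 30 - 60 minutes at room temperature; luminescence read.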
PTHR1 agonist: qHTS for PTHR1 Agonists: Primary Screen | Parathyroid hormone/parathyroid hormone-related peptide receptor (Homo sapiens), Q03431 | HEK293 GP2 PTHR1 cells, GloSensor cAMP luminescence, 1 h | Potency, µM (titrated, usually from 115 µM), inactives show at the highest dose activation, most hits filed as activators | 0.075% of 410,000 active | AID 743266, 2014; further: potency means the concentration at half of the fitted maximal effect; nearly all actives have a fitted effect of over 55% in size; some results filed as inactive show a strong effect at the top dose; inactives centre near -15; many of its hits are not listed in these tables
Target sequence (Q03431 whole entry, looked up): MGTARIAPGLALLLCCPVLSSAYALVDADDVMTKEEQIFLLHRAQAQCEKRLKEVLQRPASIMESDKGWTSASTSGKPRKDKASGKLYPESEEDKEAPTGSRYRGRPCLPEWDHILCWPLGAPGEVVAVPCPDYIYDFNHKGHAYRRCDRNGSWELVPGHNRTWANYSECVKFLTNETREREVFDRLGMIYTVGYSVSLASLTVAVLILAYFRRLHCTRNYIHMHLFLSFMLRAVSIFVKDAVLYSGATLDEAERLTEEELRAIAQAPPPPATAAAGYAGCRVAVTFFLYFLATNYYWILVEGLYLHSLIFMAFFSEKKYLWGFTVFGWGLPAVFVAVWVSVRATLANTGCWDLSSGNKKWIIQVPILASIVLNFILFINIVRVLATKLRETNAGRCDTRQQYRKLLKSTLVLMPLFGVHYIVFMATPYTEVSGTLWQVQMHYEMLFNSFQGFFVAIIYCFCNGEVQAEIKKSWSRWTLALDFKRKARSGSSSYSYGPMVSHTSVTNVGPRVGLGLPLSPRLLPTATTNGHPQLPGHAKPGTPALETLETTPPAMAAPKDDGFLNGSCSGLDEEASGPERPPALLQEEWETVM
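HEK-293-derived GP2 cells expressing PTHR1 and a GloSensor cAMP reporter, 3,000/well, plated overnight, given luciferin plus IBMX (each 0.5 mM as added) for 1 h at 37 °C, then compound for 1 h at 37 °C. Luminescence was read after 15 min at room temperature.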
CCT modulator: High-Throughput Screening for Modulators of Cytosolic Chaperonin Activity; purified chaperonin ATPase assay, HTRF ADP detection, 30 min; activity change, % (concentration not given with the values), hits read low; AID 651819, 2012; 0.3% of 360,000 active; in the data active means activity change below about -30%; further: on the % scale 0 is the no-effect control and ±100 the full control effect
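TRiC at 40 or 20 nM final (batch-dependent) in 30 mM Tris pH 7.4, 100 mM KCl, 5 mM MgCl2, 1 mM DTT, with compound at single 76 uM and 10 uM ATP, 30 min at 37 deg C. ADP detected by HTRF Transcreener, 665/615 ratio.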
* = called active by the depositor; i = inactive; ? = inconclusive; . = no result given; [ ] = dose if it differs, or a comment. Unless noted, the call rests on the fitted dose curve; in most records, active means well fitted curve in the direction sought with a large enough effect; inconclusive means small, poorly fitted or top-dose-only effect, or another doubt; inactive means no such curve, though single readings can be large; an effect the other way counts as inactive or inconclusive.

entry | molecule | PTHR1 agonist | pAkt inh | EPAC2 antag | MmCpn inh | D3 antag | DRD3 agonist | EPAC2 ag | CCT modulator
1 | CCOC(=O)c1ccc(NC(=O)COc2ccc(CNC3CCCCC3)cc2OC)cc1 | -57%[inhibitor] | i | -11% | -3% | -20 | -11 | 13% | 0.5
2 | CC1=CC(c2ccccc2)n2nc(NC(=O)CCC(=O)O)nc2N1 (stereo not drawn) | -2% | i | 0% | -3% | 4 | 7 | -4% | -1.9
3 | CCOC(=O)c1ccc(NC(=S)N(CCCN2CCN(C)CC2)Cc2cccs2)cc1 | -8% | i | 4% | -9% | -5 | -15 | -7% | 1.6
4 | O=C(NCc1ccccc1CN1CCOCC1)c1ccc(-n2cccn2)cc1 | i | i | -25% | -3% | -9 | -13 | 2% | 0.4
5 | COc1ccc(C2=NOC(C)(c3nnc(-c4ccccc4)o3)C2)cc1 (stereo not drawn) | -79%[inhibitor] | i | -4% | . | -3 | -11 | 7% | 0.3
6 | CCOc1cc(CNc2ncc(-c3ccc(OC)cc3)n2C)ccc1O | -8%[57.5 µM] | i | 3% | 0% | -13 | -7 | -6% | 0.6
7 | CN(Cc1ccccc1)C(=O)CN(C)S(=O)(=O)c1ccc(F)cc1 | i | i | -12% | 1% | 2 | -1 | 5% | -0.9
8 | CC(C)(OC(=O)NC(=O)C(F)(F)F)C(C)(C)OC(=O)NC(=O)C(F)(F)F | -16% | i | -13% | 0% | 2 | 3 | 0% | 1.0
9 | CNC(=O)CN(c1ccc(F)cc1)S(=O)(=O)c1cc(C)ccc1OC | -1%[57.5 µM] | i | -1% | -1% | 13 | -20 | -5% | -0.7
10 | CCOc1cc(NC(=O)c2ccco2)c(OCC)cc1NC(=O)Cc1ccc(OC)c(OC)c1 | -6%[57.5 µM] | i | 7% | -4% | 15 | 14 | -1% | -0.2
11 | O=C(c1nc2ccccn2c1CN1CCC(Cc2ccccc2)CC1)N1CCCC1 | -19% | i | -4% | 3% | -7 | -14 | -1% | 0.2
12 | O=C1Nc2c(Br)cccc2C1=O | i | i | -3% | 0% | -94* | -40 | 3% | 0.1
13 | COc1ccc2oc(=O)cc(-c3cc4ccccc4o3)c2c1 | -3% | i | 8% | -3% | 0 | -2 | 3% | 0.0
14 | CCC(C)(C)n1nnnc1C(c1cc2cc(C)ccc2[nH]c1=O)N1CCCC1 (stereo not drawn) | i | i | -1% | -3% | -21 | -17 | -4% | -0.8
15 | COc1ccc(-n2nc(C(=O)NCC(=O)N3CC(C)CC(C)C3)c3ccccc3c2=O)cc1OC (stereo not drawn) | i | i | 1% | -1% | 34 | 15 | -3% | -0.7
16 | COc1cc(S(=O)(=O)N2CCN(c3ccccn3)CC2)ccc1Br | -29% | i | 0% | 0% | -1 | -8 | 11% | -0.2
17 | CCCNC(=O)CC(NS(=O)(=O)c1ccc(NC(C)=O)cc1)C(C)C (stereo not drawn) | i | i | 8% | 1% | -2 | 4 | 9% | -1.7
18 | O=C1C(SCCO)=C(SCCO)C(=O)c2ccccc21 | -94%[inhibitor] | i | 4% | -16% | -136* | -67 | 6% | -0.1
19 | CCN(CC(=O)Nc1c(F)cccc1F)C(=O)c1cc2c(cc1Cl)N1CCCCCC1=NS2(=O)=O | i | i | 19% | 0% | -5 | 2 | -3% | 1.1
20 | COc1ccc(CC(=O)Nc2cc(C)ccc2O)cc1OC | -81%[inhibitor] | i | 3% | -1% | -5 | -7 | 4% | 1.2
21 | O=C(Nc1ccc(S(=O)(=O)N2CCCC2)cc1)C1CC(=O)N(CCc2ccccc2)C1 (stereo not drawn) | i | i | 6% | . | -16 | -11 | 6% | -2.1
22 | c1ccc(Cc2nnc3sc(-c4ccc5c(c4)OCCO5)nn23)cc1 | 11% | i | 2% | -4% | ? | -11 | 12% | 0.3
23 | CCOC(=O)/C=C1\SCC(=O)N1CC(=O)NCCOC | -16% | i | 2% | 4% | 17 | 17 | 8% | 1.2
24 | CC(C)(Cc1cccc(CC(C)(C)C(=O)O)c1)C(=O)O | -8% | i | 34%[activator] | -4% | -11 | -12 | 5% | -2.6
25 | COc1ccc(CN2CCCCC2C)cc1OC (stereo not drawn) | i | i | -3% | -3% | -17 | -8 | 8% | 2.5
26 | O=C(O)CN1C(=O)C(=O)N(Cc2ccccc2F)C1=O | i | i | 6% | 0% | 34 | 2 | 3% | -1.2
27 | Cc1ccc(C)c(NC(=S)N2CCC(NC(=O)c3ccco3)CC2)c1 | -11% | i | 0% | 2% | -6 | 0 | 9% | 0.5
28 | O=C(CSc1nncs1)NCc1ccc2c(c1)OCO2 | i | i | 1% | 0% | 0 | 1 | 2% | 0.0
29 | Cc1ccc(NS(=O)(=O)c2c(C(=O)N3CCOCC3)c(C)n(C)c2C)cc1 | i | i | -5% | 1% | 16 | 4 | -6% | 1.2
30 | Cc1ccn2c(C(=O)NN=C3CCN(C)CC3)c(C)nc2c1 | i | i | 4% | 0% | -4 | 5 | 1% | 0.2
31 | COc1cc2c(cc1OC)C(C)N(C(=O)c1c(C)noc1C)CC2 (stereo not drawn) | -1% | i | -2% | -3% | 15 | -7 | 8% | -16
32 | COc1cnc(-c2ccccc2)nc1Oc1cccc(C)c1C | i | i | -7% | 0% | 16 | 2 | 9% | 0.3
33 | CCN(CC(=O)NCc1ccc(F)cc1)C(=O)c1ccc2c(c1)OCO2 | -14% | i | 19% | -3% | -9 | -4 | 12% | -1.6
34 | COC(=O)c1ccc(NC(=O)C2C3C=CC(C3)C2C(=O)O)cc1 (stereo not drawn) | i | i | -3% | -3% | -11 | -1 | 4% | 1.1
35 | O=C(O)c1cccc2cc(-c3ccccc3)oc(=O)c12 | -8% | i | 1% | 0% | 6 | 3 | 7% | -0.2
36 | C/C(=N/NC(=O)CNC(=O)Cc1ccc(Cl)cc1)c1ccco1 | -34%[inhibitor] | i | 1% | -1% | -6 | 2 | 9% | 0.6
37 | Cc1csc(NC(=O)CCCc2cccs2)n1 | -50%[inhibitor] | i | -2% | 4% | -19 | -12 | 4% | -3.0
38 | CCOc1ccc2nc(/N=C/c3c(C)[nH]n(-c4ccc(C)cc4)c3=O)sc2c1 | i | i | -20% | 1% | -3 | 1 | -5% | 0.7
39 | Cc1cc2cc3c(cc2nc1SCC(=O)N1CCCC1)OCCO3 | i | i | -5% | -1% | 7 | 18 | 1% | 0.3
40 | Cc1cc(-c2ccc(Cl)cc2)n2nc(N)nc2n1 | i | i | -1% | -3% | 22 | -4 | 9% | 0.3
41 | CCOC(=O)c1cnc(SCC(=O)Nc2cc(OC)cc(OC)c2)nc1N | i | i | 7% | -3% | 26 | 22 | -8% | -0.1
42 | O=C(NNC(=O)C1CC1)c1ccc(-c2ccccc2)cc1 | -11%[57.5 µM] | i | 5% | 1% | -11 | 3 | 2% | 2.4
43 | O=C1NC[C@@H](CCCCN2CCN(CCc3ccccc3)C(=O)C2=O)N(CCC2CCCCC2)C1=O | i | i | 5% | . | 16 | 2 | 4% | 2.8
44 | COc1ccc(CN=C2NC(=O)CC(C(=O)Nc3cc(C)cc(C)c3)S2)cc1 (stereo not drawn) | i | i | 7% | 0% | -24 | -1 | 4% | -0.6
45 | Cc1cccc(NC(=O)CCSc2nnc(Cc3ccccc3)o2)c1 | -17% | i | -1% | 3% | 6 | -2 | 5% | -1.5
46 | Cc1nn(-c2ccccc2)c(Cl)c1/C=C/C(=O)c1ccccc1 | -60%[inhibitor] | i | 7% | 0% | -22 | 1 | 11% | 2.8
47 | Cc1cccnc1 | -4% | i | 5% | 1% | 1 | 0 | 1% | 0.5
48 | O=C(c1cc(NC(=O)C23CC4CC(CC(C4)C2)C3)cc(NC(=O)C23CC4CC(CC(C4)C2)C3)c1)N1CCCCC1 | -48% | i | 1% | 1% | 7 | 2 | -14% | -1.7
49 | COc1ccc(Cl)cc1NC(=O)CN(C)C(=O)c1ccc(-n2nc(C)cc2C)cc1 | -20% | i | -3% | 1% | -2 | -5 | 7% | -0.4
50 | CCc1ccc(C(O)c2ncc(-c3ccccc3Cl)[nH]2)cc1 (stereo not drawn) | i | i | 3% | . | ? | -7 | 16% | -0.8
51 | COc1cccc(NC(=O)CSCc2cc(=O)n3ccsc3n2)c1 | 0% | i | 2% | -3% | -15 | -2 | 11% | -0.3
52 | O=C(O)c1ccccc1-n1c(-c2ccccc2)cc2c1CCCC2=O | i | i | 1% | 1% | 0 | 21 | 0% | -0.1
53 | CCc1nc(CNC(=O)C2CCC(=O)N(Cc3ccccc3F)C2)no1 (stereo not drawn) | i | i | -6% | 2% | 6 | 7 | 0% | -2.2
54 | Cc1ccc(S(=O)(=O)N2CC=C(C(=O)NC3CC3)CC2)cc1 | -9% | i | -2% | 1% | 11 | -9 | 4% | -2.0
55 | COc1ccc(S(=O)(=O)N2CCC[C@H]2C(=O)N2CCC[C@H]2C(=O)NCc2ccccc2)cc1C | i | i | 47µM* | . | 20 | 1 | 1% | -0.7
56 | Cc1ccc(NC(=O)/C(=C\c2cccs2)NC(=O)c2ccccc2)cc1 | i | i | 0% | 2% | 1 | 8 | 11% | -3.3
57 | c1coc(-c2ncc[nH]2)c1 | i | i | -2% | -1% | 0 | -2 | 15% | 0.9
58 | CCn1c(=O)c(C(=O)Nc2ccccn2)c(O)c2ccccc21 | -4% | i | 10% | -1% | 15 | 11 | -4% | 2.6

Whole records, quoted from the list. Order of screens: PTHR1 agonist	pAkt inh	EPAC2 antag	MmCpn inh	D3 antag	DRD3 agonist	EPAC2 ag	CCT modulator
Profile of CCN(CC(=O)NCc1ccc(F)cc1)C(=O)c1ccc2c(c1)OCO2 → -14%	i	19%	-3%	-9	-4	12%	-1.6
Profile of c1coc(-c2ncc[nH]2)c1 → i	i	-2%	-1%	0	-2	15%	0.9

An excerpt (hit frequency here may not be typical).
